Growth percent in the NCI-60 one-dose screen (48 h, 10 µM unless noted): 100 = growth as untreated, 0 = no growth, -100 = all killed.
SNB-19: SNB-19 CNS cancer cells; 81,000 compounds, 2.5% hits; AID 1794751
SF-295: SF-295 CNS cancer cells. 79,000 compounds, 5.6% hits
SNB-75: SNB-75 CNS cancer; 79,000 compounds, 5% hits; AID 1794750
U251: U251 CNS tumor cells; 80,000 compounds, 5.4% hits
HCC-2998: HCC-2998 colon cancer | AID 1794799 | 79,000 compounds, 4.7% hits
PC-3: PC-3 prostate cancer cells. 80,000 compounds, 3.9% hits. AID 1794754
SF-268: SF-268 CNS cancer cells; 82,000 compounds, 3.1% hits; AID 1794759
SF-539: SF-539 CNS cancer; 81,000 compounds, 6.8% hits; AID 1794752
* = called active by the depositor; · = not tested or not shown; & = joins results of further samples; ! = not confirmed by another sample; [ ] = dose if it differs, or a comment. The calls were made as follows: active = growth percent below 10; inactive = the rest.

SMILES | SNB-19 | SF-295 | SNB-75 | U251 | HCC-2998 | PC-3 | SF-268 | SF-539
Fc1ccc(-c2csc(=Nc3ccccc3)n2-c2cccc(-n3c(-c4ccc(F)cc4)csc3=Nc3ccccc3)c2)cc1 | 94 | 119 | 85 | 72 | 88 | 68 | 91 | 101
O=[N+]([O-])c1ccc(OCCCCBr)c(Cl)c1 | 98 | 110 | 88 | 88 | 101 | 83 | 99 | 101
COc1cc(OC)cc(C(=O)Nc2cccc(Cn3c(=O)[nH]c4ccc(Oc5ncccn5)cc4c3=O)c2)c1 | 89[9.25 µM] | 89[9.25 µM] | 109[9.25 µM] | 101[9.25 µM] | 102[9.25 µM] | 105[9.25 µM] | 78[9.25 µM] | 94[9.25 µM]
COc1ccc(-c2cc(-c3cn(-c4ccccc4)nc3-c3ccc(OCc4ccccc4)cc3)c(C#N)c(=O)o2)cc1 | 95 | 99 | 88 | 94 | 120 | 84 | 102 | 94
CCCCCOC(=O)Nc1nc(=O)n(C2O[C@H](C)[C@@H](O)[C@H]2O)cc1F (stereo partly drawn) | 101 | 98 | 77 | 95 | 101 | 91 | 95 | 101
C/C(=N\NC(=O)c1cc(O)c(O)c(O)c1)c1cccnc1 | 94 | 102 | 96 | 104 | 102 | 104 | 98 | 111
COc1cc(-c2csc(NC(=O)c3ccc(N4CCOCC4)c(C(F)(F)F)c3)n2)cc(OC)c1OC | 63 | 22 | 57 | 47 | 60 | 11 | 40 | 50
O=NN(CCCl)C(=O)Nc1c[nH]c(=O)[nH]c1=O | 97 | 96 | 77 | 90 | 118 | 94 | 90 | 83
Cc1cccc(Oc2c(/C=N/N=c3\sc4ccccc4n3C)c(C)nn2-c2ccccc2)c1 | 101 | 106 | 90 | 96 | 114 | 78 | 101 | 100
CCOC(=O)Oc1c(OC)cc(C(=O)O[C@@H]2C[C@@H]3CN4CCc5c([nH]c6cc(OC)ccc56)[C@H]4C[C@@H]3[C@H](C(=O)OC)[C@H]2OC)cc1OC | 76 | 74 | 91 | 49 | 69 | 35 | 75 | 80
O=C(Nc1ccc(-n2cc(-c3ccncc3)c(-c3ccc(O)c(Cl)c3)n2)cc1)c1cc(C(F)(F)F)cc(C(F)(F)F)c1 | 66 | 31 | 64 | 44 | 84 | 36 | 56 | 58
Oc1ccc(CCCCCCc2ccc(O)cc2)cc1 | 112 | 65 | 51 | 55 | 92 | 58 | 65 | 42
Cc1ccc(-n2cnc3c(NC(=O)Nc4ccccc4)ncnc32)cc1 | 97 | 106 | 91 | 101 | 97 | 102 | 98 | 107
O=C1Nc2cc(Cl)ccc2/C1=C\c1ccc(OCc2ccccn2)cc1 | 80 | 86 | 37 | 38 | 83 | 45 | 77 | 42
c1ccc(C2=NN(c3ccccc3)C(c3ccccc3)C2)cc1 (stereo not drawn) | 100 | 103 | 91 | 99 | 97 | 99 | 101 | 110
CC1(C)C(O)C(C)(C)C1O (stereo not drawn) | 93&110 | 115&100 | 99&102 | 113&105 | 112&109 | 88&98 | 116&102 | 114&103
CCN(CC)Cc1nc2ccccc2c(=O)n1/N=C/c1ccc([N+](=O)[O-])cc1 | 96 | 104 | 85 | 106 | 113 | 110 | 100 | 97
NC(=O)Nc1ncnc2c1cnn2-c1ccccc1 | 97 | · | · | 82 | 51 | 73 | 89 | 88
CCOC(=O)/C=C/c1cccc2c1C(=O)NC(C)(c1cc3cc(OC)ccc3oc1=O)N2 (stereo not drawn) | 56 | 75 | 46 | 62 | 82 | 41 | 58 | 70
Cc1c(C(=O)N2CCN(c3nsc4ccccc34)CC2)nnn1-c1ccc(Cl)cc1 | 87 | 96 | 86 | 83 | 102 | 72 | 82 | 90

Among those listed so far, 3 contain an NH in an aromatic ring.
SMILES | SNB-19 | SF-295 | SNB-75 | U251 | HCC-2998 | PC-3 | SF-268 | SF-539
COc1cc(OC)cc(C(=O)Nc2cccc(Cn3c(=O)[nH]c4ccc(Oc5ncccn5)cc4c3=O)c2)c1 | 89[9.25 µM] | 89[9.25 µM] | 109[9.25 µM] | 101[9.25 µM] | 102[9.25 µM] | 105[9.25 µM] | 78[9.25 µM] | 94[9.25 µM]
O=NN(CCCl)C(=O)Nc1c[nH]c(=O)[nH]c1=O | 97 | 96 | 77 | 90 | 118 | 94 | 90 | 83
CCOC(=O)Oc1c(OC)cc(C(=O)O[C@@H]2C[C@@H]3CN4CCc5c([nH]c6cc(OC)ccc56)[C@H]4C[C@@H]3[C@H](C(=O)OC)[C@H]2OC)cc1OC | 76 | 74 | 91 | 49 | 69 | 35 | 75 | 80

New compounds follow:
SMILES | SNB-19 | SF-295 | SNB-75 | U251 | HCC-2998 | PC-3 | SF-268 | SF-539
COc1cc(/C=C/C(=O)c2c(C)nc3ccccc3c2/C=C/c2ccc(C)cc2)cc(OC)c1OC | 40 | 39 | 23 | 21 | -21* | 26 | 45 | 20
CNC(=O)c1cc(N2CCc3cc(NC(=O)Nc4cccc(C(F)(F)F)c4)ccc32)ccn1 | 73 | 37 | 83 | 52 | 68 | 35 | 82 | 47
CCCCCCCCCCCCCCCCCCOc1ccccc1CC(=O)OCCC[N+](C)(C)C | 34 | 75 | 41 | 24 | 37 | 37 | 53 | 52
CC(=O)OC[C@]12CCC(C)(C)C[C@H]1[C@@H]1NCC[C@@H]3[C@@]4(C)CCCNC(C)(C)[C@@H]4CC[C@@]3(C)[C@]1(C)CC2 | 90 | 99 | 91 | 95 | 98 | 43 | 87 | 98
OC1CSSC1Cn1cnc2c(Nc3ccc(F)c(Cl)c3)ncnc21 (stereo not drawn) | 90 | 106 | 114 | 84 | 96 | 81 | 82 | 93
Nc1nc(N)c2nc(CNc3ccc(C(=O)CC(CCC(=O)O)C(=O)O)cc3)cnc2n1 (stereo not drawn) | 43 | 38 | 72 | 36 | · | 34 | 30 | 21
N#Cc1nc(-c2ccccc2)oc1S(=O)(=O)N1CCN(S(=O)(=O)c2ccccc2)CC1 | 112 | 149 | 115 | 81 | 136 | 75 | 89 | 102
Cc1ccc2nc(-c3ccc(N4C(=O)/C(=C/c5ccc(N(C)C)cc5)N=C4c4ccccc4)cc3)sc2c1 | 91 | 80 | 82 | 84 | 102 | 61 | 60 | 87
O=C(/C=C/c1ccccc1)c1ccccc1O | 80 | 95 | 64 | 61 | 96 | 93 | 85 | 90
O=C1Nc2ccc(Cl)cc2C12Nc1cc(Cl)ccc1S2 (stereo not drawn) | 95 | 106 | · | 86 | 79 | 52 | 88 | 88
CC(C)c1nc2ccccc2n1CC(=O)N/N=C/c1cccc(OCc2ccccc2)c1 | 78 | 83 | 85 | 100 | 104 | 42 | 88 | 97
Cc1nc2c(cnn2-c2ccccc2)c(=O)n1-c1ccc(N2C(=O)c3ccccc3C2=O)cc1 | 99 | 94 | 88 | 94 | 104 | 87 | 101 | 99
OCC[C@H]1C[C@H]1c1ccoc1 | 104 | 97 | 89 | 101 | 105 | 101 | 99 | 102
C(=C\c1cc(-c2cc(/C=C/c3ccccc3)[nH]n2)n[nH]1)/c1ccccc1 | 100 | 110 | 90 | 104 | 116 | 101 | 101 | 105
CN(C)c1oc(-c2ccccc2)nc1C#N | 94 | 98 | · | 101 | 100 | 99 | 109 | 99
O=C1OCC/C1=N/O | 102 | 97 | 81 | 110 | 92 | 101 | 101 | 96
Nc1ccc2oc(=O)c3ccccc3c2c1 | 95 | 92 | 90 | 88 | 106 | 83 | 91 | 96
COc1ccc(Cl)cc1NC(=O)OCCCl | 98 | 93 | 70 | 94 | 111 | 96 | 99 | 98
CNc1ccc(Cl)cc1-c1n[nH]c(=O)[nH]c1=O | · | · | 90 | 96 | 105 | 91 | 103 | 95
CCCCC(CC)C(=O)OC(C)CC(OC(=O)C(CC)CCCC)C(C)C (stereo not drawn) | 101 | 93 | 90 | 102 | 93 | 93 | 104 | 96

Single entries from above:
SNB-19 result of O=C1OCC/C1=N/O = 102
SF-539 result of CN(C)c1oc(-c2ccccc2)nc1C#N = 99
SF-268 result of C(=C\c1cc(-c2cc(/C=C/c3ccccc3)[nH]n2)n[nH]1)/c1ccccc1 = 101
SF-295 result of OCC[C@H]1C[C@H]1c1ccoc1 = 97
PC-3 result of COc1ccc(Cl)cc1NC(=O)OCCCl = 96

Next part:
SMILES | SNB-19 | SF-295 | SNB-75 | U251 | HCC-2998 | PC-3 | SF-268 | SF-539
CCOC(=O)c1sc(Nc2nc(O)c(C3=c4cc(Cl)ccc4=NC3=O)s2)nc1C | 100 | 106 | 101 | 103 | 114 | 102 | 100 | 101
COc1cccc(NC(=O)c2ccc(Nc3ccc(Cl)nn3)cc2)c1 | 108 | 98 | 95 | 83 | 97 | 84 | 106 | 74
CCCCCCCCCCCCCCCCCc1nccn1CCO | 67 | 144 | · | 34 | 55 | 56 | 73 | 66
Cc1ccccc1C1=N[C@@H](Cc2ccccc2)C(=O)c2c(nc3ccccn23)N1 | 109 | 96 | 71 | 100 | 100 | 89 | 104 | 99
CC(C)OC(=O)/C=C/C(=O)OC(C)C | 105 | · | 92 | 102 | 100 | 104 | 110 | 106
O=C(Nc1cc(C(F)(F)F)cc(C(F)(F)F)c1)c1cc(Cl)ccc1O | 5.1*! | -67* | -39* | -12* | 4.0* | -1.0* | -7.9*! | -18*
N=c1c(S(=O)(=O)c2ccccc2)cc2c(=O)n3ccccc3nc2n1C1CCCCC1 | 99 | 98 | 69 | 95 | 108 | 102 | 94 | 94
COc1ccc(C2c3cccn3-c3ccccc3N2C(C)=O)cc1OC (stereo not drawn) | 114 | 100 | 84 | 106 | 97 | 87 | 99 | 113
CC(C)CCc1nc2ccc(NCc3ccc(OCCN4CCCC4)cc3)cc2[nH]1 | 96 | 100 | 82 | 87 | 111 | 82 | 86 | 74
CCOC(=O)c1noc2c1CCc1c-2cn(Cc2ccc(OC)c(N)c2)c1-c1ccccc1 | 108 | 95 | 90 | 111 | 101 | 94 | 95 | 111

Some entries already given with just SNB-19, SF-539 and HCC-2998.
structure	SNB-19	SF-539	HCC-2998
CC(C)CCc1nc2ccc(NCc3ccc(OCCN4CCCC4)cc3)cc2[nH]1	96	74	111
CCOC(=O)c1noc2c1CCc1c-2cn(Cc2ccc(OC)c(N)c2)c1-c1ccccc1	108	111	101

Next section
SMILES | SNB-19 | SF-295 | SNB-75 | U251 | HCC-2998 | PC-3 | SF-268 | SF-539
CC(Cc1ccccc1)N1CCCC1=O (stereo not drawn) | 105 | 113 | 79 | 98 | 98 | 97 | 106 | 99
NC(N)=Nc1ccc(Oc2cccc(NC(N)=Nc3ccc(I)cc3F)c2)cc1 | 21 | 77 | 73 | 47 | 102 | 27 | 36 | 63
c1cnc(NCCSSCCNc2ncccn2)nc1 | 98&102 | 115&105 | 90&99 | 98&100 | 109&106 | 102&92 | 113&104 | 99&103
O=C1C[C@@H](c2ccccc2)Oc2c(Cc3ccccc3O)c(O)c(Cc3ccccc3O)c(O)c21 | 87 | 90 | 91 | 83 | 95 | 81 | 89 | ·
COCC1OC(OC2(COC)OC(COC)C(OC)C2OC)C(OC)C(OC)C1OC (stereo not drawn) | 95 | 123 | 83 | 105 | · | 100 | 106 | 106
S=C(Nc1ccccn1)Nc1ccccn1 | 97 | 98 | 88 | 109 | 116 | 77 | 107 | 94
Cc1nn(-c2nc3ccccc3s2)c(C)c1Oc1ccccc1O | 80 | 59 | 79 | 34 | 250 | 67 | 60 | 61
COc1ccc(NC(=O)N(O)C2(C#N)CCCCC2)cc1 | 101 | 87 | 97 | 103 | 106 | 96 | 96 | 110
N#CC(C#N)=c1[nH]c(=O)/c(=C/c2ccc(Cl)cc2)s1 | 90 | 117 | 94 | 104 | 108 | 100 | 95 | 95
Cc1cc(NS(=O)(=O)c2ccc(NC(=O)COc3ccc(-c4cc5ccccc5[nH]4)cc3)cc2)no1 | 30 | 9.0* | -12* | 21 | -1.2* | 13 | 27 | 6.2*
O=C(O)c1cn(C2CC2)c2cc(N3CCN(C(=O)c4cc(-c5ccccc5)nc5ccccc45)CC3)c(F)cc2c1=O | 96 | 94 | 76 | 106 | 108 | 83 | 97 | 96
Nc1nn(-c2ccccc2)c2nc(=S)[nH]c(-c3ccccc3)c12 | 93 | 99 | 99 | 94 | 107 | 105 | 103 | 97
O=C(CCc1nnc(-c2ccc(O)cc2)o1)c1nc2ccccc2[nH]1 | 103 | 109 | 95 | 103 | 104 | 75 | 116 | 104
Cc1cnc(Nc2ccc(OCCN3CCCC3)cc2)nc1NCc1ccco1 | 94 | 84 | 33 | 66 | 87 | 72 | 68 | 69
CCN1[C@@H]2CC[C@H]1/C(=C\c1ccc(OC)c(OC)c1)C(=O)/C2=C/c1ccc(OC)c(OC)c1 | 58 | 40 | 77 | 50 | 94 | 47 | 64 | 65
NC(N)=NS(=O)(=O)c1ccc(N)cc1 | 97&105 | 104&96 | 93&113 | 103&97 | · | 106&105 | 112&106 | 115&109
CC(CC(=O)O)C(=O)O (stereo not drawn) | 111 | · | 99 | 101 | 99 | 99 | 111 | 103
COC(=O)[C@@H]1CCCN1C(=O)C1=C(C)NC(=S)NC1c1ccc(O)c(OC)c1 (stereo partly drawn) | 94 | 112 | 77 | 97 | 95 | 84 | 102 | 89
O=C1CSC2=NCCN12 | 112&101 | 81&102 | 83&87 | 91&89 | 107&97 | 121&102 | 97&97 | 92&94
ClC1(c2ccc(-c3ccccc3)cc2)c2ccccc2-c2ccccc21 | 94 | 109 | 119 | 99 | 92 | 94 | 91 | 118
COc1c(C)cnc(CSc2nc(-c3ccc(Cl)cc3)cn2-c2ccc(Cl)cc2)c1C | 96 | 100 | 103 | 95 | 105 | 68 | 101 | 94
CCOC(=O)C1=C(c2ccccc2)N=C2SC3C(=NN(c4ccccc4)C3c3ccc(Br)cc3)N2C1c1ccc(OC)cc1 (stereo not drawn) | 89 | 104 | 81 | 93 | 103 | 87 | 87 | 96
O=C1c2ccccc2NC(c2cn(-c3ccccc3)nc2-c2ccc(F)cc2)N1Cc1ccccc1 (stereo not drawn) | 75 | 51 | 67 | 74 | 90 | 41 | 58 | 90

Compound activity deposited in PubChem BioAssay by NCI.
